Compound activity deposited in PubChem by several laboratories.
MT1-MMP act inh: blockers of MT1-MMP proenzyme processing, primary screen, HT1080 RFP-PRO-GFP cells, GFP/RFP fluorescence | GFP/RFP ratio fluorescence, overnight; percent of plate control window, DMSO zero | GFP/RFP ratio change, % at 20 µM | 0.061% of 360,000 active;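 active = GFP/RFP ratio change of at least 30% with cell ATP level not reduced by more than half and red fluorescence within 50% of control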; also: strong numbers were not always called active
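Material – HT1080 RFP-PRO-GFP cells · Control set – DMSO wells and RFP-L50D-GFP cells · Incubation – overnight cell settling, then overnight compound exposure, 37 °C, 5% CO2 · Compound dosing – single-point 20 µM compound, 1% DMSO · Read-out – GFP/RFP fluorescence ratio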
SKN-1 block: suppressors of acrylamide-induced Pgst-4::GFP reporter in worms, primary screen, SKN-1 inhibitor project, whole organism, uHTS, GFP/RFP fluorescence ratio, strain VP596 | C. elegans VP596 Pgst-4::GFP/RFP ratio, 24 h | inhibition, % at 21.8 µM | 0.49% of 360,000 active;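 active = interference check ratio from 0.5 to 1.5 plus GFP to RFP signal ratio inhibition reaching or exceeding a fixed threshold, cut at about 30% in these data, passing the limit was not always enough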; also: some compounds called inactive have numbers as strong as hits
FAS TE block: FAS thioesterase domain inhibitors, primary screen, biochemical, fluorescence intensity, uHTS; Fatty acid synthase (Homo sapiens), P49327; recombinant FAS-TE, OMFH fluorogenic substrate, fluorescence endpoint; inhibition, % at 15 µM; 0.67% of 360,000 active; AID 602261, 2012;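 active = compounds whose normalised, plate-corrected inhibition of enzyme fluorescence in the single-dose primary screen is 50% or more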;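 also: 0% = DMSO with enzyme and 100% = substrate without enzyme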
Neddyl block: inhibitors of cullin neddylation, primary screen, biochemical, TR-FRET, uHTS, NAE and Ubc12 | NEDD8-conjugating enzyme Ubc12 (Homo sapiens) + NEDD8-activating enzyme E1 regulatory … | calls only at 25 µM | 0.58% of 360,000 active | AID 651699, 2012; in the data active = inhibition above about 36%
Rin1-Abl PPI inh: inhibitors of Rin1-Abl protein binding, primary screen, biochemical, TR-FRET | Tyrosine-protein kinase ABL1 (Homo sapiens) + Ras and Rab interactor 1 (Homo sapiens), … | 0.4% of 360,000 active | inhibition, % at 7.35 µM; in the data active = inhibition above about 5%, passing the limit was not always enough
CendR NRP1 mod: modulators of CendR peptide binding to NRP-1, primary screen, biochemical, fluorescence polarization, uHTS | Neuropilin-1 (Homo sapiens), O14786 | FAM-RPARPAR peptide binding to NRP-1 | inhibition, % at 25 µM | 0.85% of 360,000 active;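 active = inhibition or corrected inhibition above about 18%, plus a signal ratio from 0.5 to 1.5, limit read from the data, passing the limit was not always enough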; also: strong numbers were not always called active
Target sequence (O14786 whole entry, looked up): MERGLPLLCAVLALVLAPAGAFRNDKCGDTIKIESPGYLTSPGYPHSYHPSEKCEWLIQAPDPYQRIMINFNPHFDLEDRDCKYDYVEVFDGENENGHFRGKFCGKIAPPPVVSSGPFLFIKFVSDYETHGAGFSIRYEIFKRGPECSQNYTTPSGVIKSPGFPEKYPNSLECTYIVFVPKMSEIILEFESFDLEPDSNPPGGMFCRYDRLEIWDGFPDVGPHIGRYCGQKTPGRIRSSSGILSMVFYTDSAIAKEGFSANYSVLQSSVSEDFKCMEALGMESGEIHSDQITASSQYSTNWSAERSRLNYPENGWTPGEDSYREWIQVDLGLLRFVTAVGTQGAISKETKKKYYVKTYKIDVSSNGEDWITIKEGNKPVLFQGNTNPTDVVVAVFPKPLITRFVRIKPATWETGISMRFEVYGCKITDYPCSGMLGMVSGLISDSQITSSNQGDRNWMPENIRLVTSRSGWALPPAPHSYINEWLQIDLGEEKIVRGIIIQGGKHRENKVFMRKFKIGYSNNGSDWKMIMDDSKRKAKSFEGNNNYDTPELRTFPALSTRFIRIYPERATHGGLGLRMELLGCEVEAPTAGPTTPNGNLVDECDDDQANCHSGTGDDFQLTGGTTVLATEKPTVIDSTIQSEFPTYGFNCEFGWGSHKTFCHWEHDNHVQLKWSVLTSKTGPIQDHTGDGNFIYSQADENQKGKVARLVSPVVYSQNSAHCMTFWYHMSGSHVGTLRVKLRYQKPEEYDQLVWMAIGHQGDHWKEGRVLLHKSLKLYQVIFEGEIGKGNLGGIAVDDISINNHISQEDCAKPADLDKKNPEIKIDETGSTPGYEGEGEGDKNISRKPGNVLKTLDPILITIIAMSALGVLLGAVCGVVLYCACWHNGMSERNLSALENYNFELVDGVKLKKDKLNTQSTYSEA
eLon inh: inhibitors of E. coli Lon protease, primary screen, biochemical, fluorescence polarization | P0A9M0 | purified E. coli Lon protease | inhibition, % at 7.94 µM | 0.42% of 360,000 active; in the data active = inhibition above about 13%, passing the limit was not always enough;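 also: 0% = enzyme with probe and DMSO and 100% = no enzyme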
MsrA act: bovine MsrA enzyme activators, primary screen, biochemical, absorbance, HTS. Methionine sulfoxide reductase A (Bos taurus). purified bovine MsrA, absorbance read-out. activation, % at 10.6 µM. 0.3% of 360,000 active; in the data active = activation above about 7.5%;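 also: 0% = vehicle and 100% = reference activator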
MsrA inhibitor: bovine MsrA enzyme inhibitors, primary screen, biochemical, absorbance, HTS; 0.75% of 360,000 active; purified bovine MsrA, absorbance read-out; inhibition, % at 15.5 µM; Methionine sulfoxide reductase A (Bos taurus); in the data active = inhibition above about 4.5%;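 also: 0% = vehicle wells with enzyme and 100% = reference inhibitor wells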
Starred values were filed as active, the others as inactive; i = inactive; · = no result given.

The first 2 records as a preview:
Sequence of screens: MT1-MMP act inh | SKN-1 block | FAS TE block | Neddyl block | Rin1-Abl PPI inh | CendR NRP1 mod | eLon inh | MsrA act | MsrA inhibitor
#1 Cc1csc(SCC(=O)Nc2sccc2C(N)=O)n1
→ 6 | -6 | -2 | i | 6 | -4 | -2 | -14 | -0.3
#2 O=C(CSC1=Nc2ccccc2C2=NC(CC(=O)NC3CCCCC3)C(=O)N12)NCc1ccco1 (configuration not stated)
→ -6 | -5 | -3 | i | -3 | -2 | 11 | 0 | 1.3

The whole of this part, repeating the preview:
Sequence of screens: MT1-MMP act inh | SKN-1 block | FAS TE block | Neddyl block | Rin1-Abl PPI inh | CendR NRP1 mod | eLon inh | MsrA act | MsrA inhibitor
#1 Cc1csc(SCC(=O)Nc2sccc2C(N)=O)n1
→ 6 | -6 | -2 | i | 6 | -4 | -2 | -14 | -0.3
#2 O=C(CSC1=Nc2ccccc2C2=NC(CC(=O)NC3CCCCC3)C(=O)N12)NCc1ccco1 (configuration not stated)
→ -6 | -5 | -3 | i | -3 | -2 | 11 | 0 | 1.3
#3 Cc1cc(Oc2ccc(Cl)cc2)nc(SCC(=O)c2ccccc2)n1
→ -7 | -2 | 26 | i | 0 | -4 | 5 | -4 | -0.6
#4 Cc1ccc(S(=O)(=O)N2CCCCC2)cc1C(=O)OCC(=O)NC(=O)NC12CC3CC(CC(C3)C1)C2
→ 3 | 1 | -2 | i | -2 | -7 | 1 | -1 | 0.3
#5 COc1ccc(-c2csc(NC(=O)c3ccc(S(C)(=O)=O)cc3)n2)cc1
→ 0 | 5 | -2 | i | 3 | 1 | -4 | -9 | -0.6
#6 O=C(NCCO)/C(=C\c1ccco1)NC(=O)c1cccs1
→ 0 | 4 | -4 | i | 1 | 8 | 3 | -2 | 1.8
#7 COC(=O)c1ccccc1NC(=O)c1c(O)c2c([nH]c1=O)CCCC2
→ -8 | -8 | -11 | i | 3 | -6 | -2 | -14 | 1.0
#8 OC(c1ccc(CN2CCCCC2)cc1)c1ncc(-c2ccccc2)[nH]1 (configuration not stated)
→ 1 | 13 | -4 | i | -2 | 9 | -5 | 1 | 0.9
#9 Nc1nc2c(s1)CC(c1ccccc1)CC2 (configuration not stated)
→ 3 | 21 | -27 | i | -1 | 1 | 4 | 1 | 2.2
#10 CC(=O)Nc1ccc(C(=O)Nc2nnc(CCc3ccccc3)s2)cc1
→ 5 | -8 | 1 | i | -5 | 2 | 5 | -1 | 1.2
#11 Cn1cnnc1SCc1ccc(C(=O)O)cc1
→ 0 | -15 | -6 | i | 1 | 14 | -9 | -4 | 0.6
#12 O=c1c2c3c(sc2nc(N2CCNCC2)n1CCc1ccccc1)CCCCC3
→ -7 | 21 | -4 | i | 1 | 12 | 2 | -2 | 0.7
#13 COc1ccc(/C=N/NC(=O)CCn2nnc3ccccc32)cc1
→ 2 | 0 | 3 | i | -5 | 4 | 7 | -2 | 0.0
#14 Cc1ccc(NC(=O)CS(=O)CC(=O)N(c2ccccc2)C(C)C(=O)NC2CCCC2)cc1 (configuration not stated)
→ -1 | -5 | -8 | i | 3 | -5 | -9 | -2 | -0.8
#15 COc1cccc(CN(C)Cc2c(O)ccc3ccccc23)c1
→ -1 | -27 | 4 | i | -1 | 2 | -2 | -10 | 0.5
#16 CCCc1cc(C(=O)Cc2ccc(F)cc2)c(O)cc1O
→ -6 | -9 | 9 | i | 4 | 6 | -4 | 22* | 1.4
#17 CCCCn1c(N)c(N(CCC(C)C)C(=O)CC2CCCCC2)c(=O)[nH]c1=O
→ -13 | 24 | -2 | i | -1 | -5 | -3 | -1 | -0.5
#18 CCOC(=O)c1oc2nc(CC(C)C)c3c(c2c1N)CCC3
→ -13 | -29 | 9 | · | -3 | -5 | 2 | 0 | 0.8
#19 Cc1ccc(S(=O)(=O)N2CCN(C(=O)c3cc(=O)c4ccccc4o3)CC2)cc1
→ -5 | 10 | 9 | i | -3 | -2 | -7 | -2 | 1.4
#20 COc1cc(CN(C)CC2CCCN(CCc3ccc(F)cc3)C2)c(Cl)cc1O (configuration not stated)
→ -2 | -4 | -3 | i | -1 | -3 | -1 | -6 | 0.7
#21 C[C@@H]1CN([C@@H](C)CO)C(=O)c2cc(-c3ccncc3)cnc2O[C@H]1CN(C)C(=O)c1cccc(F)c1
→ 3 | -10 | -7 | i | 0 | 2 | -6 | -4 | 0.3
#22 Cc1ccc(C(=O)CCS(=O)(=O)c2ccc(Br)cc2)cc1
→ -2 | -23 | -2 | i | -1 | 8 | -10 | -5 | -0.5
#23 CC12CCC(C(=O)O)(c3nc4cc([N+](=O)[O-])ccc4nc31)C2(C)C (configuration not stated)
→ 10 | -3 | -1 | i | -4 | 16 | 3 | -8 | 1.8
#24 CNC(=S)Nc1cccc(S(=O)(=O)NCc2ccco2)c1
→ 6 | -13 | -5 | i | 2 | 6 | -5 | -5 | -0.1
#25 CCCc1nnc(NC(=O)CCC(=O)N2CCN(Cc3ccc(C)cc3C)CC2)s1
→ 6 | 3 | 1 | i | 2 | -9 | -8 | -2 | 1.1
#26 CNS(=O)(=O)c1cccc(C(=O)NCC(C)(C)N2CCCCC2)c1
→ 1 | -14 | 1 | i | 0 | -2 | 1 | -3 | -0.2
#27 O=C(NCCC1=CCCCC1)C1CCN(c2nc3ccccc3o2)CC1
→ 4 | 6 | 4 | i | 1 | -1 | -5 | 1 | -0.7
#28 Cc1ccc(C(=O)Nc2ccc(N3CCN(C)CC3)nc2)cc1
→ -1 | 4 | -5 | i | -4 | 0 | 2 | -2 | -1.7
#29 N#C/C(C(=O)NCc1ccccc1)=C1/N=C(NC(=O)c2cccs2)c2ccccc21
→ -10 | 1 | 13 | i | -3 | -26 | -4 | -3 | 0.9
#30 CCCC(=O)NCCc1cc(OC)c(OC)cc1Br
→ 1 | 2 | -8 | i | -4 | -12 | 1 | -4 | -0.7
#31 O=C(NCC1CC1)c1cccc2c1C(=O)c1ccc(-c3ccc(OC(F)(F)F)cc3)cc1S2(=O)=O
→ 6 | 21 | -9 | i | 1 | 6 | -7 | -7 | 0.2
#32 COCCNC(=O)C(c1cccs1)N(C(=O)Cn1nnc2ccccc21)c1ccccc1 (configuration not stated)
→ -2 | 24 | -2 | i | -1 | 3 | -6 | -3 | 0.1
#33 CCC(=O)N1c2ccc(S(=O)(=O)CCC(=O)N3CCN(c4ccccc4)CC3)cc2CC1C (configuration not stated)
→ 3 | -11 | -9 | i | -2 | 4 | -6 | -7 | 0.4
#34 O=C(NC(=S)Nc1ccc(N2CCOCC2)cc1)c1cccc(Cl)c1Cl
→ 5 | 2 | 18 | i | 2 | 8 | -5 | -5 | 0.8
#35 COc1ccc(C)cc1NC(=O)C(OC(=O)c1cnc(C)cn1)c1ccccc1 (configuration not stated)
→ -2 | -11 | 3 | i | 3 | 0 | -12 | -6 | 1.0
#36 O=C(/C=C/c1ccc(Cl)cc1Cl)N(Cc1ccc(Cl)cc1)C1CCS(=O)(=O)C1 (configuration not stated)
→ 1 | -5 | 30 | i | 2 | -3 | -7 | -5 | -0.5
#37 CC(C)(C)OC(=O)N1CCC[C@H]1C(=O)N/N=C/c1ccc2nccnc2c1
→ -2 | 7 | -6 | i | -1 | -1 | 7 | -3 | 1.5
#38 CN(CC(=O)Nc1sc2c(c1C#N)CCCCC2)Cc1nc2ccccc2c(=O)[nH]1
→ -8 | -9 | 16 | i | 4 | -10 | 7 | -7 | -0.1
#39 CCn1c(CN2CCN(c3ccc(Cl)cc3)CC2)nc2ccccc21
→ 6 | 16 | 10 | i | -3 | -13 | 0 | -2 | 0.2
#40 O=C(CCC(=O)OCCOc1ccccc1)OCCOc1ccccc1
→ 0 | 15 | 26 | i | 0 | -10 | 1 | -3 | 0.1
#41 O=C(NCc1ccc2c(c1)OCO2)c1nn2cccnc2c1Cl
→ 0 | 4 | -6 | i | 2 | -2 | -1 | -3 | -1.2
#42 CCCCc1nc2cc(C(=O)N3CCC(O)CC3)ccc2o1
→ -3 | -6 | -5 | i | 4 | 13 | 8 | -1 | -0.4
#43 Cn1c(SCc2ccc([N+](=O)[O-])cc2)nnc1-c1cccnc1
→ -1 | 1 | -2 | i | 1 | -3 | -6 | -4 | -1.0
#44 Cc1cc(NC(=O)CN2C(=O)CCSc3ccccc32)no1
→ 2 | -3 | -4 | i | -3 | 1 | -3 | -4 | -0.3
#45 O=C(CSCc1ccccc1Cl)NCCSc1ccccn1
→ -2 | -18 | 1 | i | 4 | -2 | -3 | -3 | 0.4
#46 COc1ccc(/C=N/NC(=O)CCn2nc(C)cc2C)cc1O
→ 1 | -4 | -7 | i | 0 | 0 | -2 | -4 | -0.2
#47 O=C(Nc1ccc2c(c1)OCO2)Nc1ccc(Cl)cc1Cl
→ -6 | -12 | -4 | i | 0 | -7 | -8 | 0 | -0.7
#48 O=C(/C=C/c1ccccc1)Nc1ccc(C(=O)N2CCCCC2)cc1
→ 3 | 7 | 9 | i | 1 | 12 | 0 | -4 | 1.5
#49 Cc1cc(C)n2nc(-c3sccc3-n3c(C)ccc3C)cc2n1
→ -7 | 11 | 0 | i | -3 | -43 | -12 | -2 | 1.4
#50 O=C(c1ccc2nc[nH]c2c1)N1CCN(c2ncc(C(F)(F)F)cc2Cl)CC1
→ 2 | -4 | -5 | i | -2 | -4 | -5 | -10 | -1.0

Next part
Sequence of screens: MT1-MMP act inh | SKN-1 block | FAS TE block | Neddyl block | Rin1-Abl PPI inh | CendR NRP1 mod | eLon inh | MsrA act | MsrA inhibitor
#51 CC(C)Oc1nc(-c2ccccc2O)nc2ccccc12
→ -5 | 3 | 36 | i | -1 | 1 | 7 | -10 | -1.1
#52 CCn1c(C)cc(/C=C2\SC(=O)N(CC(=O)Nc3ccc(C)c(C)c3)C2=O)c1C
→ -4 | -8 | -8 | i | 2 | 12 | -2 | -2 | 1.1
#53 Cc1csc(NC(=O)c2cc(C)nc3ccccc23)n1
→ 4 | 1 | -11 | i | -2 | -8 | -6 | -6 | 0.6
#54 Oc1ccc(Cl)cc1C(C#Cc1ccccc1)N1CCOCC1 (configuration not stated)
→ -1 | -11 | 25 | i | 4 | -17 | 6 | -1 | 0.3
#55 CC(=O)Nc1nnc(CSCc2ccccc2F)s1
→ 3 | 17 | -3 | i | -2 | 3 | 1 | -3 | -1.3
#56 COc1ccc(S(=O)(=O)Nc2ccccc2OC)cc1C
→ 3 | 14 | 3 | i | 0 | 2 | -14 | -2 | -0.6
#57 Cc1ccc2[nH]c(C(=O)N3CCOCC3)cc2c1
→ 10 | -15 | 0 | i | 1 | -8 | -2 | -6 | 0.0
#58 COc1cc(-c2nc(C(F)(F)F)c(OC)o2)cc(OC)c1OC
→ 2 | -2 | -6 | i | -3 | 9 | -7 | -8 | 1.4
#59 Cc1c[nH]c2ccccc12
→ -2 | 2 | -2 | i | 0 | -1 | -4 | -3 | ·
#60 CC1(C)CC(=O)C=C(C(=O)N2CCCC(C(=O)c3cccc(Cl)c3)C2)O1 (configuration not stated)
→ 0 | -6 | 0 | i | 3 | -5 | -3 | -2 | -1.1
#61 CC(C)(C)NC(=O)C(c1ccc(F)cc1)N(Cc1ccco1)C(=O)CCC(=O)Nc1ccccn1 (configuration not stated)
→ -2 | 18 | -3 | i | 1 | 2 | -2 | -3 | -2.4
#62 CN(Cc1c(F)cccc1Cl)C(=O)c1cccc(S(=O)(=O)N2CCN(Cc3ccccc3)CC2)c1
→ 2 | -14 | 30 | i | 0 | 17 | 5 | 1 | -0.4
#63 COC(=O)c1sc(NC(=S)NC(=O)c2cccc(Br)c2)nc1C
→ 0 | 4 | 6 | i | -10 | 1 | -3 | -3 | 1.9
